LYP phosphatase – PTPN22 lymphoid phosphatase activity blockers – biochemical, fluorescence intensity, uHTS (AID 1779). recombinant LYP phosphatase, fluorescence intensity; higher % means a stronger effect. inhibition, % at 11.5 µM, or IC50 in µM where a hit was titrated. hit rate 0.054% among 290,000; in the data active = inhibition above about 50%;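 also: plate controls were vehicle with enzyme for no effect and no enzyme for full effect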
UTI89 phage lysis – inhibition of K1F phage lysis, E. coli UTI89, bacterial capsule biogenesis inhibitors, alamar blue (AID 488966); E. coli UTI89 K1F phage lysis, alamar blue, 2 h; higher % means a stronger effect; one-dose inhibition, % at 100 µM; IC50 in µM for titrated hits; hit rate 0.02% among 340,000;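 active = phage lysis inhibition, versus mean bacterial control, above a set limit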;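 also: capsule biogenesis inhibitors block K1F phage lysis so surviving cells raise fluorescence; higher fluorescence means more inhibition of phage lysis; actives were called in the ten point dose series up to 300 µM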
Autophagy HCS – modulators of autophagy | MEF GFP-LC3 puncta imaging; test concentration mostly 10 µM | calls only at 10 µM (by protocol) | hit rate 0.98% among 190,000 | AID 463193;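 active = percentage of spot-positive cells more than 3 SD above its plate mean, without a fluorescence outlier flag or 80% toxicity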;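 also: spot-positive cell cutoff set from DMSO-treated cells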
WT yeast gro inh – growth inhibition of WT yeast, mitochondrial fusion screen; AID 1362; inhibition, % at 10 µM; mitochondrial fusion phenotypic screen, WT strain; hit rate 2.1% among 190,000; in the data active = inhibition above about 58%; tested in S. cerevisiae
RSV CPE inhibition – RSV antiviral activity via CPE protection, HEp-2 cells, primary 10 µM value included (AID 2391) | one-dose CPE inhibition, % at 10 µM; IC50 in µM for titrated hits | hit rate 0.13% among 310,000 | HEp-2 cells, RSV-induced CPE inhibition; higher % means a stronger effect; in the data active = a potency from the dose series; also: strong numbers were not always called active
Dengue-2 NS5 capping – flavivirus cap methylation enzyme inhibition – biochemical, confirmation dose response, primary screen (AID 588689); Dengue-2 NS5 methyltransferase capping enzyme assay, biochemical; higher % means a stronger effect; inhibition, % at 25 µM, or IC50 in µM where a hit was titrated; hit rate 0.3% among 340,000; in the data active = a potency from the dose series
NTR1 ag – agonists of NTR1, primary screen, imaging, U2OS cells, beta-arrestin-GFP, high content (AID 493036); P30989; NTR1-U2OS beta-arrestin-GFP spot imaging, agonist mode; activation, % at 20 µM; hit rate 0.17% among 330,000;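 active = activation at or above 40% of the spot to cytoplasm intensity ratio, with at least 20 cells analyzed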;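 also: 0% = DMSO without peptide and 100% = 100 nM NTR1 peptide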
Target sequence (P30989 whole entry, looked up): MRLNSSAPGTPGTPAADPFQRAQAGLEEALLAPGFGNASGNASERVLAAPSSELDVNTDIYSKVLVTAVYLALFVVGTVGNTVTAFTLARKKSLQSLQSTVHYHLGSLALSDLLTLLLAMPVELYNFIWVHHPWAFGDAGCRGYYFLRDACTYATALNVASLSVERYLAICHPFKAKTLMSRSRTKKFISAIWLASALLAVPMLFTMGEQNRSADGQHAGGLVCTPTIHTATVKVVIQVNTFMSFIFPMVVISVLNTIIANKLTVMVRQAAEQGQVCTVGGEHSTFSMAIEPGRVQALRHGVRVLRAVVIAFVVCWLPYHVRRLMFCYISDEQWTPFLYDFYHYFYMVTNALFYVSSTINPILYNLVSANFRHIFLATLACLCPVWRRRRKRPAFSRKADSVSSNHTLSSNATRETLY
AID2073 – disruptors of CaV2.2 binding to Mint1 – biochemical, HTRF (AID 2073); HTRF protein-protein interaction, Mint1-CaV2.2; higher % means a stronger effect; one-dose inhibition, % at 20 µM; IC50 in µM for titrated hits; hit rate 0.19% among 290,000; in the data active = inhibition mostly above about 51%, no sharp cut-off; also: some results filed as inactive read as strong as hits
GPR35 antagonists – GPR35 antagonists blocking zaprinast-driven arrestin recruitment, primary screen, imaging, U2OS, beta-arrestin-GFP, zaprinast agonist (AID 2058); U2OS GPR35 beta-arrestin-GFP translocation imaging, zaprinast antagonism; higher % means a stronger effect; inhibition, % at 10 µM, or IC50 in µM where a hit was titrated; hit rate 0.052% among 290,000;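 active = inhibition of at least 50% with at least 30 cells and total cytoplasm GFP at most 10,000,000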
WT yeast gro inh mutant strain – second read-out of WT yeast gro inh, no call of its own (marks repeat the call); inhibition, %; mitochondrial fusion phenotypic screen, mutant strain inhibition
Autophagy HCS cell loss 18 h – recorded beside Autophagy HCS, whose call it bears; toxicity, %; measured here: cell loss, nuclei count;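 cell loss after 18 h compound exposure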
NTR1 ag cell count 20 µM – further read-out of NTR1 ag, marked with its call; cell count; measured here: cell count, cytotoxicity flag
Numbers without * were called inactive; i = inactive; x = no result given; [ ] = remark or other dose.

| cpd | structure | LYP phosphatase | UTI89 phage lysis | Autophagy HCS | Autophagy HCS cell loss 18 h | WT yeast gro inh | WT yeast gro inh mutant strain | RSV CPE inhibition | Dengue-2 NS5 capping | NTR1 ag | NTR1 ag cell count 20 µM | AID2073 | GPR35 antagonists |
| --- | --- | --- | --- | --- | --- | --- | --- | --- | --- | --- | --- | --- | --- |
| 1 | CCOC(=O)C1CCCN(S(=O)(=O)c2cnc(Cl)c(Br)c2)C1 (stereo not given) | -6% | 0.6% | x | x | x | x | 0.3% | -7% | 6.9 | 61 | 6% | -12% |
| 2 | Nc1ccc(O)c(-c2nc3ccccc3s2)c1 | -6% | -0.5% | i | 3 | 8 | 5 | 3.5% | 2% | 1.9 | 53 | 50% | 14% |
| 3 | O=C(NC(=S)Nc1ccc(NC(=O)c2ccco2)cc1)c1ccccc1 | -4% | 2.1%[50 µM] | i | 5 | 4 | 10 | 2.3% | -4% | 3.1 | 73 | 3% | -8% |
| 4 | COc1ccccc1S(=O)(=O)Cc1ccc(C(=O)NC2CCCCC2)o1 | -10% | 0.0% | i | 9 | -9 | -1 | 0.3% | -6% | 0.8 | 69 | 1% | 22% |
| 5 | CN(C)S(=O)(=O)c1cccc(NC(=S)NC2CCCCC2)c1 | -2% | 0.0% | i | 8 | -4 | 14 | 2.7% | -11% | -1.1 | 69 | -2% | 9% |
| 6 | Cc1ccc(C)c(Cn2c(CN(C)Cc3ccccc3)nc3c2c(=O)n(C)c(=O)n3C)c1 | -5% | -1.0% | i | -2 | 31 | 12 | -0.2% | -7% | 6.3 | 58 | -4% | -22% |
| 7 | c1ccc(CCNc2c3c(nc4ncnn24)CCC3)cc1 | -9% | 6.5% | i | -8 | 3 | -2 | -3.2% | -2% | -0.3 | 46 | -5% | 5% |
| 8 | CC(=O)NC1C(c2nc3ccccc3s2)=C(c2ccccc2)C(=O)N1c1ccc(C)cc1 (stereo not given) | 0% | 0.0% | i | -4 | 68* | 19* | 1.7% | 4% | 5.7 | 82 | 12% | -3% |
| 9 | COc1ccc(C(=O)C2CCCN(C(=O)CCC3=NNC(=O)CC3)C2)c(C)c1 (stereo not given) | -2% | -0.3% | i | -2 | -13 | -3 | -1.2% | -4% | 2.6 | 64 | 1% | 23% |
| 10 | Cc1cc(=O)[nH]c(SCC(=O)N2CCCc3ccccc32)n1 | -2% | 0.1%[50 µM] | i | -5 | -6 | -8 | -1.4% | -1% | 0.2 | 65 | 10% | -25% |
| 11 | CCCNC(=S)NNC(=O)c1cc(-c2cccnc2)nc2ccccc12 | -5% | 0.6% | x | x | x | x | 3.6% | -8% | 0.9 | 48 | -23% | -7% |
| 12 | CCOc1ccc(-c2noc(-c3cccnc3)n2)cc1OCC | -12% | x | x | x | x | x | x | x | 1.7 | 35 | -12% | 8% |
| 13 | C=Cn1c(C(=O)O)cc(CC)c1-c1ccccc1 | 2% | 0.0% | i | 4 | -9 | -13 | 0.5% | -3% | -1.4 | 52 | -5% | 6% |
| 14 | CCOC(=O)c1n[nH]n2c1nc(=O)c1ccccc12 | -5% | 1.5%[50 µM] | x | x | x | x | 0.9% | 2% | x | x | 27% | -5% |
| 15 | Cc1ccccc1-c1noc(-c2ccc(Cl)cc2)n1 | -4% | 0.1% | i | -11 | 12 | 0 | 1.9% | -7% | 1.2 | 80 | 30% | -5% |
| 16 | NS(=O)(=O)c1ccc(CCNC(=O)CNC(=O)Cc2cccc3ccccc23)cc1 | -6% | 0.2% | x | x | x | x | -0.3% | -2% | -0.5 | 120 | 10% | -3% |
| 17 | CCn1nc(C(=O)OCC(=O)c2ccc(F)cc2)c2ccccc2c1=O | -1% | -1.2% | i | 10 | 4 | 3 | 0.9% | -15% | 0.1 | 44 | -2% | -11% |
| 18 | COC(=O)c1sc2ccccc2c1C(=O)OC | -4% | 0.2% | i | 6 | -10 | -22 | x | 1% | x | x | 13% | 4% |
| 19 | Cc1ccc(-n2ncc3c(=O)n(CC(=O)NCc4ccco4)cnc32)cc1C | 3% | 0.2% | i | 18 | 10 | 4 | 4.2% | 0% | 0.0 | 62 | 1% | -11% |
| 20 | CC(=O)c1c(N2CCOCC2)nc(=S)n(-c2ccccc2)c1C | -7% | 2.5% | i | 1 | -3 | 10 | 1.0% | -1% | 0.8 | 64 | 1% | 18% |
| 21 | Cc1cc(=O)oc2cc(OCCSCCN3CCCC3)ccc12 | -3% | x | x | x | x | x | -1.3% | x | 2.3 | 47 | 4% | -7% |
| 22 | CN(C)CCN1CCc2ccccc21 | -17% | -0.3% | i | -12 | -13 | 11 | -0.1% | 0% | -1.7 | 85 | -2% | 0% |
| 23 | COc1ccc(OCc2nc(C#N)c(NCCCn3ccnc3)o2)cc1 | -1% | 0.2% | i | 1 | 6 | 4 | -2.4% | -5% | -1.4 | 52 | 14% | 9% |
| 24 | CCn1c2ccccc2c2nnc(SCc3cc(=O)n4ccsc4n3)nc21 | -4% | x | x | x | 6 | -2 | x | x | x | x | -4% | -5% |

Ordered by count of non-hydrogen atoms (rising): part of the list above
| cpd | structure | LYP phosphatase | UTI89 phage lysis | Autophagy HCS | Autophagy HCS cell loss 18 h | WT yeast gro inh | WT yeast gro inh mutant strain | RSV CPE inhibition | Dengue-2 NS5 capping | NTR1 ag | NTR1 ag cell count 20 µM | AID2073 | GPR35 antagonists |
| --- | --- | --- | --- | --- | --- | --- | --- | --- | --- | --- | --- | --- | --- |
| 22 | CN(C)CCN1CCc2ccccc21 | -17% | -0.3% | i | -12 | -13 | 11 | -0.1% | 0% | -1.7 | 85 | -2% | 0% |
| 18 | COC(=O)c1sc2ccccc2c1C(=O)OC | -4% | 0.2% | i | 6 | -10 | -22 | x | 1% | x | x | 13% | 4% |
| 13 | C=Cn1c(C(=O)O)cc(CC)c1-c1ccccc1 | 2% | 0.0% | i | 4 | -9 | -13 | 0.5% | -3% | -1.4 | 52 | -5% | 6% |
| 15 | Cc1ccccc1-c1noc(-c2ccc(Cl)cc2)n1 | -4% | 0.1% | i | -11 | 12 | 0 | 1.9% | -7% | 1.2 | 80 | 30% | -5% |
| 20 | CC(=O)c1c(N2CCOCC2)nc(=S)n(-c2ccccc2)c1C | -7% | 2.5% | i | 1 | -3 | 10 | 1.0% | -1% | 0.8 | 64 | 1% | 18% |
| 17 | CCn1nc(C(=O)OCC(=O)c2ccc(F)cc2)c2ccccc2c1=O | -1% | -1.2% | i | 10 | 4 | 3 | 0.9% | -15% | 0.1 | 44 | -2% | -11% |
| 24 | CCn1c2ccccc2c2nnc(SCc3cc(=O)n4ccsc4n3)nc21 | -4% | x | x | x | 6 | -2 | x | x | x | x | -4% | -5% |
| 19 | Cc1ccc(-n2ncc3c(=O)n(CC(=O)NCc4ccco4)cnc32)cc1C | 3% | 0.2% | i | 18 | 10 | 4 | 4.2% | 0% | 0.0 | 62 | 1% | -11% |
| 16 | NS(=O)(=O)c1ccc(CCNC(=O)CNC(=O)Cc2cccc3ccccc23)cc1 | -6% | 0.2% | x | x | x | x | -0.3% | -2% | -0.5 | 120 | 10% | -3% |

Continuation.
| cpd | structure | LYP phosphatase | UTI89 phage lysis | Autophagy HCS | Autophagy HCS cell loss 18 h | WT yeast gro inh | WT yeast gro inh mutant strain | RSV CPE inhibition | Dengue-2 NS5 capping | NTR1 ag | NTR1 ag cell count 20 µM | AID2073 | GPR35 antagonists |
| --- | --- | --- | --- | --- | --- | --- | --- | --- | --- | --- | --- | --- | --- |
| 25 | CC(C)(C)C(=O)CSc1ncnc2sc3c(c12)CCC3 | 7% | 3.6% | i | -2 | -3 | -20 | 6.3% | -10% | 7.4 | 46 | -1% | -9% |
| 26 | COc1cc(C2C(C#N)=C(N)Oc3cc(C)n(CCc4ccccc4)c(=O)c32)cc2c1OCO2 (stereo not given) | -6% | 0.7% | i | 22 | 2 | -2 | 2.2% | 12% | 1.8 | 68 | 6% | -14% |
| 27 | CCN(CC)S(=O)(=O)c1ccc2[nH]c(=O)cc(C(=O)Nc3ccccc3N3CCCC3)c2c1 | -5% | 0.0% | x | x | x | x | 0.2% | -2% | -0.5 | 52 | 4% | 18% |
| 28 | O=C(c1ccco1)c1nnn(Cc2ccccc2)c1-c1ccccc1 | -4% | 0.3% | i | 6 | 11 | 16 | -1.4% | -4% | 1.9 | 46 | 33% | 12% |
| 29 | O=C(Nc1cccc(F)c1)c1ccccc1-c1ccccc1 | -4% | 1.1%[50 µM] | i | 14 | -2 | -8 | 1.5% | -8% | 1.5 | 67 | 6% | -7% |
| 30 | COc1ccc(NC(=O)CSc2nc(N)c3cc4c(nc3n2)CCCC4)c(OC)c1 | 6% | i | i | 2 | -2 | 64 | -1.6% | -2% | -1.2 | 50 | -5% | -5% |
| 31 | O=C1CN(C(=O)OCc2ccccc2)c2ccccc2N1 | -5% | 1.1% | i | 4 | 0 | 16 | 0.8% | -4% | -3.6 | 117 | -2% | 2% |
| 32 | COc1cc2c(cc1OC)C(C)N(C(=O)c1c(-c3ccccc3)noc1C)CC2 (stereo not given) | -5% | 0.4% | x | x | x | x | x | 10% | 0.4 | 50 | 16% | -12% |
| 33 | COc1ccccc1CNC(=O)CCc1c(C)nc2cc(-c3ccccc3OC)nn2c1C | -8% | 0.2% | x | x | x | x | 2.3% | 5% | 3.3 | 41 | 24% | -1% |
| 34 | CCCc1cc(=O)[nH]c(SCC(=O)OCc2ccccc2)n1 | -7% | 0.1% | i | 22 | -8 | -5 | -1.5% | -1% | 1.3 | 53 | 1% | 14% |
| 35 | COc1ccccc1CCNC(=O)c1cc(-c2ccncc2)nc2ccc(Br)cc12 | -5% | 0.3% | i | -7 | -8 | -33 | x | -1% | x | x | 20% | 4% |
| 36 | CC(=O)c1c(C)[nH]c(C(=O)OCC(=O)Nc2cc(Cl)ccc2[N+](=O)[O-])c1C | 7% | -0.2% | i | 14 | 15 | -9 | 21% | -8% | 4.7 | 78 | 6% | 5% |
| 37 | CN(C(=O)COC(=O)CSc1ccc([N+](=O)[O-])cc1)c1ccccc1 | x | 1.2%[50 µM] | x | x | x | x | -0.1% | -7% | -0.1 | 52 | x | x |
| 38 | C#Cc1ccc([C@@H]2C=C(C(=O)N3CCN(Cc4ccccc4)CC3)O[C@H](OCC)[C@H]2CCCO)cc1 | -7% | 1.5% | i | 3 | 24 | 5 | 4.9% | -2% | 2.8 | 62 | 10% | -1% |
| 39 | Cc1ccccc1-c1nnc(SCC#N)o1 | -9% | 3.2% | i | 9 | -3 | -13 | -1.7% | -1% | 2.4 | 51 | -2% | 6% |
| 40 | CCOC(=O)Nc1ccc2c(c1)N(C(=O)CCN1CCN3CCCC3C1)c1ccccc1CC2 (stereo not given) | -2% | 0.9% | i | 27 | -20 | 4 | -2.5% | -2% | -1.9 | 54 | 7% | 6% |
| 41 | CC(=O)Nc1cccc(NC(=O)CSc2nnc(NC(=O)C3CC3)s2)c1 | -7% | 1.9%[50 µM] | x | x | x | x | 0.4% | -2% | -0.3 | 64 | 12% | 23% |
| 42 | CCOC(=O)CSc1nc2c(c(=O)n1-c1ccc(OC)cc1)SCC2 | -2% | -0.8% | i | 3 | 13 | 2 | 2.4% | 0% | 3.7 | 53 | -4% | -12% |
| 43 | Cc1ccc(N/C=C/C(=O)c2ccc(C)cc2)cc1 | -8% | 0.3% | i | -3 | 2 | -1 | 0.3% | -4% | 2.1 | 46 | 6% | -12% |
| 44 | O=C(Cc1cc(=O)[nH][nH]1)N/N=C/c1cccc2ccccc12 | -4% | 0.8% | i | -4 | -9 | 3 | 2.0% | -3% | 2.7 | 82 | 8% | 2% |
